# Screening results (PubChem)
# hIAP block: blocks human intestinal alkaline phosphatase; P09923; purified IAP, CDP-Star luminescence, 30 min; inhibition, % at 10 µM; 0.12% of 330,000 active; AID 2544;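 active = inhibition reaching a set limit with compound at 10 µM in the primary screen, cut at about 35% in these data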;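 also: plate controls were DMSO wells with enzyme for no effect and no-enzyme buffer wells for full effect; values of inactives mirror those of a sister screen read the other way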
# Target sequence (P09923 whole entry, looked up): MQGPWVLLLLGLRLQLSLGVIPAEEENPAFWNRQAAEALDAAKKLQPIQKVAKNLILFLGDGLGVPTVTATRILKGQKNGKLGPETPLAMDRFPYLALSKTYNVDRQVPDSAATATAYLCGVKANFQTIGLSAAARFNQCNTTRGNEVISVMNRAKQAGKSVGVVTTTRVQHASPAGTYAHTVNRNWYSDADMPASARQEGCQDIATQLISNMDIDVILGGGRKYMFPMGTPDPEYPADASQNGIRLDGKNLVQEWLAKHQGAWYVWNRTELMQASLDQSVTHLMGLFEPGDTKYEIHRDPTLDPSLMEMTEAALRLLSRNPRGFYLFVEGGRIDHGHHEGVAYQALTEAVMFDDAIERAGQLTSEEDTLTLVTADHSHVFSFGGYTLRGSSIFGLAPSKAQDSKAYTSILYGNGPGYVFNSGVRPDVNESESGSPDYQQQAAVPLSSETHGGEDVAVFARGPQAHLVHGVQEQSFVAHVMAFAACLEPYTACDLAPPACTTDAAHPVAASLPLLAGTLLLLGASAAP
# NLRP3 yeast inh: NALP3 inhibition in yeast; Yeast reconstituted NLRP3/ASC/caspase-1, beta-gal luminescence, 24 h; inhibition, % at 10 µM; 0.39% of 330,000 active; AID 2825;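 active = inhibition of 50% or more; inactive = inhibition below 50%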;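 also: plate controls were induced DMSO wells for no effect and uninduced yeast grown without galactose for full effect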
# mIAP activ: increases mouse intestinal alkaline phosphatase activity; activation factor at 10 µM; 0.24% of 330,000 active; muIAP, CDP-Star luminescence, 30 min; active compounds read high; 1 = vehicle-only enzyme signal, 0 = enzyme-free wells;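 active = activation factor of at least 2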; also: the source names both 10 and 20 µM as test concentration; values of inactives mirror those of a sister screen read the other way
#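 also added = chemiluminescent substrate CDP-Star | test system = mouse IAP enzyme | signal = chemiluminescence readout | compound = DMSO-dissolved test compounds | incubation = 30 min at room temperature | benchmarks = DMSO wells, no-enzyme wells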
# Apaf1 inhib: human Apaf-1 inhibition. O14727. reconstituted apoptosome caspase-3 activity, DEVD-Rh110 fluorescence. inhibition, % at 20 µM. 0.71% of 330,000 active; active = inhibition of at least 40% at 20 µM;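 also: plate controls were DMSO wells for no effect and DEVD-CHO caspase inhibitor wells for full effect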
#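 Medium: Hepes buffer, pH 7.5 / System: biochemical Apaf-1 apoptosome reconstitution / Measured by: Rh110 fluorescence, excitation 480 nm, emission 540 nm / Times: compound with Apaf-1, dATP, procaspase-3 30 min, then 50 min reaction, room temperature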
# ATG4B inhibitor: ATG4B (human) cysteine protease inhibition; ATG4B cleavage of LC3-PLA2, NBD-HPC fluorescence, 1 h; inhibition, % at 8.33 µM; 0.51% of 340,000 active; in the data active = inhibition above about 40%
# Target sequence (Q9Y4P1 whole entry, looked up): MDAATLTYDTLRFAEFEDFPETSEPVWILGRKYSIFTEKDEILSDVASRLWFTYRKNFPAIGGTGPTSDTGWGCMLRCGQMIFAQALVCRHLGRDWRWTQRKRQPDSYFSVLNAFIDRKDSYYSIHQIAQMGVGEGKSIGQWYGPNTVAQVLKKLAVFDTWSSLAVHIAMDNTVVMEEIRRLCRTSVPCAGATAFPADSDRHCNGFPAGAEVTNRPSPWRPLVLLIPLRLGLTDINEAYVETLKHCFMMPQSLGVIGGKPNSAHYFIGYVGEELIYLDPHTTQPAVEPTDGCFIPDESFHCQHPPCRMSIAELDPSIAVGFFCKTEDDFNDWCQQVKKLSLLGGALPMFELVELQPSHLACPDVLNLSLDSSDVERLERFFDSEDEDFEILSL
# hIAP activ: human IAP activation. P09923. 0.16% of 330,000 active. purified human IAP, CDP-Star luminescence, 30 min; active compounds read high; 1 = vehicle-only enzyme, 0 = enzyme-free background. AID 2524. activation factor at 10 µM;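 active = activation factor of the enzyme at least 2-fold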; also: the source names both 10 and 20 µM as test concentration; values of inactives mirror those of a sister screen read the other way
# TIM10 inh: inhibits growth of TIM10 yeast strain. 1.4% of 330,000 active. S. cerevisiae TIM10 strain growth, BacTiter-Glo luminescence, 24 h. AID 463195. inhibition, % at 10 µM;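 active = inhibition of 40% or more at the single tested concentration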;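 also: wild-type TIM10 isogenic control strain grown at permissive 25 °C; 0% = DMSO yeast wells and 100% = minimal medium wells without yeast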
# tim10-1 inh: growth inhibitors of tim10-1 mutant yeast; AID 463190; S. cerevisiae tim10-1 ts strain growth, BacTiter-Glo, 24 h; inhibition, % at 20 µM; 2.2% of 330,000 active;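 active = inhibition of at least 40%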;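 also: mutant grown at 25 °C; 0% = DMSO wells with yeast and 100% = wells holding no yeast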
# mIAP inh: blocks mouse intestinal alkaline phosphatase; inhibition, % at 10 µM; 0.2% of 330,000 active; AID 2806; purified mouse IAP, CDP-Star luminescence, 30 min;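 active = inhibition of at least 40% at 10 µM in the primary screen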;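 also: plate controls were DMSO with enzyme for no effect and no enzyme wells for full effect; values of inactives mirror those of a sister screen read the other way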
# * marks the source's active call; other numbers are inactive results. Compounds as they come; about 4.5% have a hit in one of these screens.
entry	smiles	hIAP block	NLRP3 yeast inh	mIAP activ	Apaf1 inhib	ATG4B inhibitor
1	CC/C(C)=C1\SC(N2CCN(C(C)=O)CC2)=NC1=O	-2	10	1	-5	-12
2	CC(C)c1ccc(NC(=O)c2ccc3c(c2)CCN3S(C)(=O)=O)cc1	1	18	0.98	9	-14
3	Cc1cc2nnc(SCC(=O)Nc3cccc(S(=O)(=O)N4CCOCC4)c3)n2c2ccccc12	-4	10	1.1	2	27
4	O=C1CC(Cc2ccccc2)C(=O)N1c1ncccn1 (centres undefined)	8	-6	0.94	-17	-6
5	COc1cc(C)ccc1OCc1cc(C(=O)N(C)CCCN2CCOCC2)no1	-18	22	1	12	-4
6	Cc1cnc(C(=O)OCC(=O)N(CC(C)C)C2CCS(=O)(=O)C2)cn1 (centres undefined)	-2	-6	0.99	-7	1
7	CN(C)NC(=S)Nc1ccc(Cl)cc1	27	3	0.91	-15	19
8	Cc1onc(-c2ccccc2)c1C(=O)NCc1ccc(Cl)cc1	-2	25	1.1	1	9
9	COC(=O)c1sc(Nc2ccccc2)nc1C	4	25	1.1	-5	-3
10	Cc1csc2nc(CSc3ccc(Cl)cc3)cn12	0	20	0.99	5	-7
11	COc1ccc(Cc2nc3ccc(C(=O)NCC4COCCO4)cc3o2)cc1OC (centres undefined)	6	-1	0.93	-9	5
12	COc1ccc(-c2nc(NC(=O)Cn3cnnn3)sc2C)cc1	9	1	0.9	-4	-12

entry	hIAP activ	TIM10 inh	tim10-1 inh	mIAP inh
1	1	-2	2	0
2	0.99	9	3	2
3	1	2	-6	-6
4	0.92	-2	5	6
5	1.2	-6	4	-2
6	1	-1	-3	1
7	0.73	4	-1	9
8	1	-27	14	-7
9	0.96	14	33	-15
10	0.99	30	38	1
11	0.94	3	2	7
12	0.91	11	-4	10

# Next section:
entry	smiles	hIAP block	NLRP3 yeast inh	mIAP activ	Apaf1 inhib	ATG4B inhibitor
13	Cc1cc(C(=O)Nc2ccc(C(=O)O)cc2)c(C)o1	-14	27	0.93	-3	4
14	COc1cc(/C=N\NC(=O)c2c(C)nc3cc(C)ccn23)ccc1O	-8	-27	0.91	3	-3
15	Cn1cc([N+](=O)[O-])c(C(=O)N2CCCCCC2)n1	-1	2	0.91	0	7
16	COc1cccc(CN2CCNC(=O)C2CC(=O)NCCCC2CCCC2)c1OC (centres undefined)	-2	9	1	20	3
17	COc1ccc(C(=O)N/N=C(\C)CC(=O)Nc2ccc(N(C)C)cc2)c(OC)c1	4	18	1	-2	-7
18	CCOc1ccccc1N1CCN(CC(=O)Nc2ccccc2C(=O)NC2CC2)CC1	-7	20	1	0	0
19	CC1CN(CC(=O)Nc2cc(S(=O)(=O)N3CCCC3)ccc2Cl)CC(C)O1 (centres undefined)	-22	7	1.2	-1	-4
20	Cc1ccc(NC(=O)Nc2ccccc2)nc1	26	24	1	3	-10
21	COc1cc(/C=C2/C(=N)N3C=CSC3=NC2=O)ccc1OCCCOc1cc(C)ccc1C	3	34	0.87	24	4
22	Cc1c(Br)ccc(NC(=O)Cn2nc(-c3cccs3)ccc2=O)c1C	16	26	1.1	19	2
23	OC1(c2cccnc2)CCN(Cc2nnnn2Cc2ccccc2)CC1	1	15	0.93	-6	6
24	CCc1nc(Sc2nnnn2-c2ccccc2)c2c3c(sc2n1)CCCC3	-2	22	1.1	15	7

entry	hIAP activ	TIM10 inh	tim10-1 inh	mIAP inh
13	1.1	3	4	7
14	1.1	-8	11	9
15	1	5	-7	9
16	1	11	2	0
17	0.96	3	3	0
18	1.1	13	14	-1
19	1.2	5	7	-20
20	0.74	2	-41	-1
21	0.97	-26	3	13
22	0.84	-12	13	-5
23	0.99	13	3	7
24	1	-13	6	-9

# Continued; the last 7 above are carried over.
entry	smiles	hIAP block	NLRP3 yeast inh	mIAP activ	Apaf1 inhib	ATG4B inhibitor
18	CCOc1ccccc1N1CCN(CC(=O)Nc2ccccc2C(=O)NC2CC2)CC1	-7	20	1	0	0
19	CC1CN(CC(=O)Nc2cc(S(=O)(=O)N3CCCC3)ccc2Cl)CC(C)O1 (centres undefined)	-22	7	1.2	-1	-4
20	Cc1ccc(NC(=O)Nc2ccccc2)nc1	26	24	1	3	-10
21	COc1cc(/C=C2/C(=N)N3C=CSC3=NC2=O)ccc1OCCCOc1cc(C)ccc1C	3	34	0.87	24	4
22	Cc1c(Br)ccc(NC(=O)Cn2nc(-c3cccs3)ccc2=O)c1C	16	26	1.1	19	2
23	OC1(c2cccnc2)CCN(Cc2nnnn2Cc2ccccc2)CC1	1	15	0.93	-6	6
24	CCc1nc(Sc2nnnn2-c2ccccc2)c2c3c(sc2n1)CCCC3	-2	22	1.1	15	7
25	CCC1COC(c2cccn2Cc2ccccc2Cl)=N1 (centres undefined)	1	-43	0.96	-9	-4
26	COc1cc(C(=O)OCCNC(=O)c2ccccc2)cc(OC)c1OC	-12	3	0.89	2	-4
27	CC12CCC(c3n[nH]c(=S)nc31)C2(C)C (centres undefined)	-11	-7	0.98	-19	-8
28	COc1cc(C)ccc1OCc1cc(C(=O)N2CCCCCC2)no1	-42	39	1.1	9	7
29	CCOC(=O)N1CCN(C(=O)CN(Cc2ccccc2)S(=O)(=O)c2ccc(OC)c(C)c2)CC1	2	7	1	17	-1
30	N#Cc1cccc(N=Cc2c(O)ccc3ccccc23)c1	-15	-1	0.99	11	9
31	Cc1nnc(SCC(=O)NC(C)(C)C)n1NCc1c(F)cccc1Cl	-5	-11	1	1	1
32	Cc1ccc2oc(C(=O)Nc3ccc(S(=O)(=O)Nc4onc(C)c4C)cc3)cc(=O)c2c1	2	7	0.93	-3	-5
33	O=C(Nc1ccccc1N1CCOCC1)c1ccc(Cl)c(S(=O)(=O)NCc2ccco2)c1	2	4	1	6	-11
34	CCOC(=O)C1=C(C)NC(C)=C(C(=O)OCC)C1C(=O)OCC(=O)NC1CCCCC1	-2	-5	1.2	6	0
35	CC(C)NC(=O)C1CCN(Cc2cnn(-c3ccccc3)c2-n2cccc2)CC1	-6	16	1	9	-3
36	Cc1ccc(N(C)S(=O)(=O)c2cccc(C(=O)NCCCN3CCCC3=O)c2)cc1	-6	18	1.1	13	-5

entry	hIAP activ	TIM10 inh	tim10-1 inh	mIAP inh
18	1.1	13	14	-1
19	1.2	5	7	-20
20	0.74	2	-41	-1
21	0.97	-26	3	13
22	0.84	-12	13	-5
23	0.99	13	3	7
24	1	-13	6	-9
25	0.99	21	16	4
26	1.1	21	11	11
27	1.1	-2	22	2
28	1.4	-1	7	-13
29	0.98	7	17	0
30	1.2	15	18	1
31	1.1	-13	7	-2
32	0.98	-12	17	8
33	0.98	-6	6	0
34	1	3	3	-21
35	1.1	8	2	0
36	1.1	9	6	-9

# Shown with two lines to a compound: two of the compounds above.
# Every second line gives: hIAP block | NLRP3 yeast inh | mIAP activ | Apaf1 inhib | ATG4B inhibitor | hIAP activ | TIM10 inh | tim10-1 inh | mIAP inh
[26] COc1cc(C(=O)OCCNC(=O)c2ccccc2)cc(OC)c1OC
  -12 | 3 | 0.89 | 2 | -4 | 1.1 | 21 | 11 | 11
[32] Cc1ccc2oc(C(=O)Nc3ccc(S(=O)(=O)Nc4onc(C)c4C)cc3)cc(=O)c2c1
  2 | 7 | 0.93 | -3 | -5 | 0.98 | -12 | 17 | 8

# Remaining list, next part:
entry	smiles	hIAP block	NLRP3 yeast inh	mIAP activ	Apaf1 inhib	ATG4B inhibitor
37	O=C(NCc1ccco1)c1ccc(COCC(F)(F)C(F)F)cc1	5	10	0.93	-4	8
38	Clc1ccc2nc(N3CCCCC3)sc2c1	-15	12	0.94	3	10
39	CCc1c(C(=O)N/N=C/c2ccsc2)csc1C	-10	-4	1.1	11	-9
40	COc1ccc(CNC(=O)C2CCC(=O)N(CCCN3CCCC3=O)C2)c(OC)c1 (centres undefined)	-26	3	0.95	-7	2
41	Cn1c(O)c(N=NC(=O)Cn2ccc(C(F)(F)F)n2)c2ccccc21	-4	-10	1	1	4
42	CCCN(CC(=O)Nc1ccccc1OC)C(=O)C1CCCC1	12	12	0.97	6	0
43	Cc1cc(C(=O)O)cc(S(=O)(=O)Nc2ccccc2C(=O)NC2CC2)c1C	9	15	1	3	-8
44	Cc1ccccc1NC(=O)CCc1nnc2ccc(N3CCC4(CC3)OCCO4)nn12	6	9	1.1	-6	-1
45	CN(c1ccccc1)S(=O)(=O)c1ccc(Cl)c(C(=O)NCCc2c[nH]c3ccccc23)c1	-22	7	1.1	-1	31
46	CC(C)c1[nH]nc2c1C1(CCN(Cc3ccccc3)CC1)C(C#N)=C(N)O2	0	3	1	3	-2
47	COCCN(Cc1cc2cc3c(cc2nc1Cl)OCO3)C(C)=O	-12	4	0.96	11	-8
48	Cc1c(C(=O)N2CCCC2)c(S(=O)(=O)NCCc2ccccc2)c(C)n1C	-7	6	1	4	0

entry	hIAP activ	TIM10 inh	tim10-1 inh	mIAP inh
37	0.95	4	19	7
38	1.2	-1	2	6
39	1.1	13	14	-6
40	1.3	0	24	5
41	1	2	24	0
42	0.88	6	12	3
43	0.91	-2	-15	-1
44	0.94	10	-3	-7
45	1.2	-2	-5	-6
46	1	6	11	-1
47	1.1	6	5	4
48	1.1	7	-5	-3

# The list goes on:
entry	smiles	hIAP block	NLRP3 yeast inh	mIAP activ	Apaf1 inhib	ATG4B inhibitor
49	CCc1nc2cc(Cl)c(Cl)cc2nc1CC	-8	12	1	-15	6
50	Cc1ccc(NC(=O)NC2=NN(c3ccccc3)C(=O)/C2=C2/CCCN2C)cc1	-4	1	1.1	15	-3
51	c1ccc(C2=Nn3c(nnc3-c3ccccn3)SC2)cc1	-5	-3	0.94	7	-4
52	CCN(CC(=O)NC(C)(C)C)Cc1nc2c(Br)cc(Br)cc2c(=O)[nH]1	-52	14	1.1	2	-10
53	CC(=O)Nc1ccc(NC(=O)c2c(C)nn(Cc3ccccc3Cl)c2C)cc1	-3	12	0.99	4	6
54	O=C(CSc1ncnc2ccccc12)Nc1ccc2c(c1)OCCO2	6	19	1.1	-20	-12
55	O=C(Nc1cccc2c1CCCC2)c1ccccc1Br	27	23	0.98	10	-7
56	O=C(Nc1cc(=O)c2ccccc2o1)N1CCOCC1	12	2	0.98	-2	7
57	O=C(CSc1nc(-c2ccc(F)cc2)cs1)NCCN1C(=O)CSC1=O	8	-4	1.1	4	-8
58	COc1ccc(C(C(=O)NCC2CCCO2)N(C(=O)CNC(=O)c2cccs2)c2ccccc2C)cc1OC (centres undefined)	-9	3	1	-7	-7
59	CCOc1cc(S(=O)(=O)Nc2ccc(CC)cc2)ccc1Cl	-3	21	0.86	6	9
60	CC(C)N(CCNC(=O)C1CCCN(c2ncnc3c2nc2n3CCCCC2)C1)Cc1ccccc1 (centres undefined)	-7	2	1.1	-3	2
61	COc1ccc(C2OCC3(CO2)SC(N)=NC3=O)cc1 (centres undefined)	-32	16	1	-22	-2
62	CC(=O)C1=C(O)CC(C)(C)CC1=NCc1nc2ccccc2[nH]1	6	-5	0.95	-21	-13
63	CC(C)Nc1ccc(C(CC(N)=O)NC(=O)Cc2ccc(Cl)cc2)cc1[N+](=O)[O-] (centres undefined)	12	15	0.92	0	-6

entry	hIAP activ	TIM10 inh	tim10-1 inh	mIAP inh
49	1.1	5	0	-2
50	1	-5	5	-10
51	1.1	-46	23	6
52	1.5	3	20	-8
53	1	14	-9	1
54	0.94	7	4	-7
55	0.73	-3	-1	2
56	0.88	11	17	2
57	0.92	3	13	-5
58	1.1	1	3	0
59	1	33	59*	14
60	1.1	6	2	-6
61	1.3	-11	-9	-2
62	0.94	6	3	5
63	0.88	-3	1	8
